TRPC6 activator = mouse TRPC6 channel activators, primary screen, cell-based, HEK293, membrane potential dye | HEK293-TRPC6 membrane potential dye fluorescence; hits give high values | B-score at 10 µM | 0.13% of 310,000 active | AID 2550, 2010;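 active means B-score of the integrated fluorescence ratio above library mean plus 3 SD, and starting fluorescence ratio within library mean plus 5 SD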;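 further: higher score means more depolarization so channel activation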
MrgX1 agonist = agonists of human MrgX1 receptor, primary screen, HEK293 cells, Fluo-4 calcium flux | Mas-related G-protein coupled receptor member X1 (Homo sapiens), Q96LB2 | Fluo-4 calcium fluorescence, agonist mode; hits give high values | B-score at 10 µM | 0.44% of 310,000 active | AID 588627, 2011;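 active means calcium response B-score plate-corrected fluorescence ratio at least 3 library SD, with starting fluorescence B-score inside 5 SD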
Target sequence (Q96LB2 whole entry, looked up): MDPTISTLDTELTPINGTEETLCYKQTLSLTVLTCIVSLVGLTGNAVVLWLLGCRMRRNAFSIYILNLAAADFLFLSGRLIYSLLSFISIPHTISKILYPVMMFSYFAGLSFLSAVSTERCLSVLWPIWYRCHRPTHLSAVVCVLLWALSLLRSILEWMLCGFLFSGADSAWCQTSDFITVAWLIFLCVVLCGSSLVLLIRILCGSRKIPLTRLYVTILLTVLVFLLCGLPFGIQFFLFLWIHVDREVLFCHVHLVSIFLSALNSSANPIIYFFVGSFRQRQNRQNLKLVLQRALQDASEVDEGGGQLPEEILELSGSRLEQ
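System: HEK293 cells stably expressing human MrgX1 receptor; Dosing: test compound in the initial addition of three; Schedule: overnight plating, then 30 min 37 °C plus 30 min room-temperature dye loading; Detection: kinetic calcium dye fluorescence, Fluo-4 NW; Controls: per-plate positive and negative controls for Z′ factor.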
MrgX1 PAM = positive allosteric modulators of MrgX1, primary screen, HEK293 cells, Fluo-4 calcium flux | Mas-related G-protein coupled receptor member X1 (Homo sapiens), Q96LB2 | FDSS; hits give high values | B-score at 10 µM | 0.63% of 310,000 active | AID 588675, 2011;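 active means plate-corrected calcium response at least 3 library SD above typical, normal starting fluorescence, not activating the receptor alone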;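 further: compound read alongside a low EC10 to EC30 dose of BAM8-22 agonist; peak minus trough fluorescence over baseline measured at the second addition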
RGS4 inh = RGS4 inhibitors, primary screen, cell-based, HEK293 M3R inducible RGS4, calcium flux; Regulator of G-protein signaling 4 (Homo sapiens), P49798; Fluo-4 calcium flux; hits give high values; triggered by carbachol at its EC20; B-score at 10 µM; 0.45% of 310,000 active;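 active means B-score, a plate-corrected calcium signal, over three deviations above library mean, with baseline fluorescence within five deviations of library mean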;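 further: RGS4 expression induced by doxycycline in cells with stable M3 receptor; B-score is computed from the integrated fluorescence ratio over baseline after carbachol; higher B-score means a larger calcium signal and so more RGS4 inhibition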
Target sequence (P49798 whole entry, looked up): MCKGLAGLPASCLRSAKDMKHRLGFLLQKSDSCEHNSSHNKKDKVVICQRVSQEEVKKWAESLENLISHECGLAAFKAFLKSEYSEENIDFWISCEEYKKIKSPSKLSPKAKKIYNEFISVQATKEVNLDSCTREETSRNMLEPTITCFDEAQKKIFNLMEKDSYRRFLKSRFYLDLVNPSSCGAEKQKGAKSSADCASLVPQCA
TRPC4 agonist = activators of mouse TRPC4 channel, primary screen, Fluo4 calcium, HEK293 TRPC4beta/mu-opioid cells; Short transient receptor potential channel 4 (Mus musculus), Q9QUQ5; Fluo4 calcium fluorescence; hits give high values; B-score at 10 µM; 0.49% of 310,000 active; AID 2237, 2010;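 active means B-score above 5 SD of library B-scores, and initial fluorescence ratio not above library mean plus 5 SD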;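 further: positive B-score marks a calcium rise read as TRPC4 activation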
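Technique: kinetic Fluo4 calcium fluorescence; Test system: TRPC4beta and mu-opioid receptor HEK293 stable cells; Measure: B-scored integrated calcium fluorescence ratio; Benchmarks: low control buffer alone, high control maximal DAMGO; Schedule: 45 min room-temperature Fluo4 loading, 110 s read.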
ANO1 block = TMEM16A chloride channel inhibitors, primary screen, cell-based, HTS; HEK293 TMEM16A/YFP iodide influx fluorescence, ionomycin; Anoctamin-1 (Mus musculus), Q8BHY3; normalized B-score (activity score, 25-100; higher = stronger inhibition) at 10 µM; 1.2% of 310,000 active;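 active means ratio plate-corrected score three or more library SD toward inhibition, starting fluorescence score within five deviations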;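 further: score derived from kinetic fluorescence span divided by baseline fluorescence per well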
MrgX1 antag = antagonists of human MrgX1 receptor, primary screen, HEK293 cells, Fluo-4 calcium flux | 1.3% of 310,000 active | BAM8-22 antagonism; hits give low values | B-score at 10 µM;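 active means calcium-response B-score plate-corrected more than 3 library SD below zero, starting fluorescence within 5 deviations, no agonist response on first addition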;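 further: peak minus trough fluorescence over baseline after final BAM8-22 challenge near maximal dose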
TMEM16A act = TMEM16A chloride channel activators or potentiators, primary screen, cell-based, HTS; Anoctamin-1 (Mus musculus), Q8BHY3; HEK293 TMEM16A/YFP-H148Q/I152L, iodide quench fluorescence; hits give low values; B-score at 10 µM; 0.3% of 340,000 active; AID 623877, 2012;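 active means fluorescence-ratio B-score plate-corrected deviation score at least 3 library SD below zero, with starting fluorescence score within 5 deviations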;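 further: channel opened by trigger with iodide after compound preincubation; score built on the fluorescence ratio of max minus min over baseline; more negative score means more quench and so TMEM16A activation or potentiation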
TRPC4 block = inhibitors of mouse TRPC4 channel, primary screen, Fluo4 calcium, HEK293 TRPC4beta/mu-opioid cells; Short transient receptor potential channel 4 (Mus musculus), Q9QUQ5; DAMGO-evoked Fluo4 calcium flux; hits give low values; 0.39% of 300,000 active; B-score at 10 µM;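 active means B-score over 3 SD under the library average, no early fluorescence shift, positive overall ratio signal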
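test system = HEK293 cells with stable TRPC4beta plus mu-opioid receptor expression | detection = Fluo4 Ca2+ flux fluorescence | read-out = integrated fluorescence ratio relative to baseline, converted to per-well B score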
TRPC4 potent = positive allosteric modulators of TRPC4, primary screen, cell-based, mouse TRPC4beta, HEK293 mu-opioid, Fluo-4 calcium. Short transient receptor potential channel 4 (Mus musculus), Q9QUQ5. DAMGO EC20, Fluo-4 Ca2+ flux; hits give high values. B-score at 10 µM. 0.42% of 310,000 active. AID 2227, 2009;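 active means B-score of calcium response area above 5 SD of library B-scores, with initial fluorescence ratio within 5 SD of library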;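 further: B-score of integrated fluorescence ratio over time as area under calcium response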
TRPC6 inh = mouse TRPC6 channel inhibitors, primary screen, cell-based, HEK293, membrane potential dye; Short transient receptor potential channel 6 (Mus musculus), Q61143; ACh-evoked depolarization; hits give low values; B-score at 10 µM; 1.1% of 310,000 active;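 active means B-score under library mean minus 3 SD, initial fluorescence not abnormally high, positive integrated signal ratio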;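 further: B-score derived from integrated fluorescence ratio over the kinetic read; more negative B-score means stronger inhibition of depolarization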
* = called active by the depositor; i = inactive; · = no result given.

SMILES,TRPC4 block,TMEM16A act,ANO1 block,RGS4 inh,TRPC4 agonist,TRPC4 potent,MrgX1 PAM,MrgX1 antag,TRPC6 inh,MrgX1 agonist,TRPC6 activator
CCc1ccc(OCC(O)CN2CCC(CN3C(=O)c4cccc5cccc(c45)C3=O)CC2)cc1 (configuration not stated),i,i,i,i,i,i,i,i,i,i,i
COc1ccc(NC(=O)C(NC(=O)CC2NC(=O)NC2=O)c2ccccc2)cc1 (configuration not stated),i,i,i,i,i,i,i,i,i,i,i
CCOc1ccc(NCCC(O)c2ccc(F)cc2)cc1 (configuration not stated),i,i,i,i,i,i,i,i,i,i,i
COc1cccc(CNC(=O)C2CCCN(S(=O)(=O)c3ccc4c(c3)C(C)(C)C(=O)N4C)C2)c1 (configuration not stated),i,i,i,i,i,i,i,i,i,i,i
Cc1ccc(Cl)cc1NC(=O)c1ccc(Cn2cc(Cl)cn2)cc1,i,i,i,i,i,i,i,i,i,i,i
C(=N\Nc1nc2ccccc2[nH]1)/c1ccccn1,i,i,·,i,i,i,·,·,i,·,i
COC(=O)c1cc(S(=O)(=O)NCC2CCN(Cc3ccc(Cl)cc3)CC2)c[nH]1,i,i,i,i,i,i,i,i,i,i,i
COc1cc(NC(=O)CCCl)cc(-n2cnnn2)c1,i,i,i,i,i,i,i,i,i,i,i
N=c1oc2ccccc2cc1C(=O)NC1CCCCCC1,i,i,i,i,i,i,i,i,i,i,i
C=CCN(c1ccccc1)S(=O)(=O)c1ccc(Cl)c(C(=O)OCC(=O)NCCCN2CCCC2=O)c1,i,i,i,i,i,i,i,i,i,i,i
O=C1CC(c2ccccc2)CN1C(=O)c1cncc(Br)c1 (configuration not stated),i,i,i,i,i,i,i,i,i,i,i
CC(C)(C)c1cccc(Cn2nnc3ccccc32)c1O,i,i,100*,i,i,i,i,i,i,i,i
CCOc1ncccc1C(=O)OCC(=O)N1CCN(S(=O)(=O)c2ccc(Cl)cc2)CC1,i,i,i,i,i,i,i,i,i,i,i
O=C(Nc1ccccc1)OCN1C(=O)c2ccccc2C1=O,i,i,i,i,i,i,i,i,i,i,i
COc1cc(Br)cc2cc(C(=O)N3CCCCC3C)c(=O)oc12 (configuration not stated),i,i,i,i,i,i,i,i,i,i,i
O=C(COC(=O)c1cc(-c2cccs2)nn1-c1ccccc1)Nc1cccc([N+](=O)[O-])c1,i,i,i,i,i,i,i,i,i,i,i
COc1ccc(-c2nnc(SC(C)C(=O)Nc3ccc4c(c3)OCCO4)o2)cc1 (configuration not stated),i,i,i,i,i,i,i,i,i,i,i
CCOC(=O)c1csc(NC(=O)c2cc(OC)c(OC)c(OC)c2)n1,i,i,i,i,i,i,i,i,i,i,i
FC(F)(F)c1nnc(-c2ccccc2)nc1N1CCCC1,i,i,i,i,i,i,i,i,i,i,i
O=C(O)c1cc(S(=O)(=O)N2CCN(S(=O)(=O)c3ccccc3)CC2)ccc1Cl,i,·,i,i,i,i,i,i,i,i,i
Cc1ccc(-n2nnc(-c3cnc4ccccc4c3)n2)cc1,i,i,i,i,i,i,i,i,i,i,i
CC(=O)c1sc(Nc2nc(C)cc(C)n2)nc1C,i,i,i,i,i,i,i,i,i,i,i
CC(C)CN(CC(C)C)C(=O)CN1C(=O)NC2(CCCc3ccccc32)C1=O (configuration not stated),i,i,i,i,i,i,i,i,i,i,i
COc1ccccc1OCCn1cc(/C=C(\C#N)C(=O)NCc2cccs2)c2ccccc21,i,i,i,i,i,i,i,i,i,i,i
Cc1ccc(C)c(C(=O)c2ccccc2NC(=O)c2ccccn2)c1,i,i,i,i,i,i,i,i,i,i,i
C(=N\Nc1ccc2ccccc2n1)/c1ccc2c(c1)OCO2,i,i,i,i,i,i,i,i,i,i,i
COc1ccc(CCNC(=O)C2(C)CCC(=O)N2Cc2ccc(C)cc2)cc1OC (configuration not stated),i,i,i,i,i,i,i,i,i,i,i
COc1ccc(/C=C/C(=O)NCCOc2ccccc2OC)cc1,i,i,i,i,i,i,i,i,i,i,i
Cc1ccc(-c2noc(C3CCCCC3)n2)cc1,i,i,i,i,i,i,i,i,i,i,i
Cc1c(NC2=NC(C)(C)Cc3ccccc32)c(=O)n(-c2ccccc2)n1C,i,i,i,i,i,i,i,i,i,i,i
CN1C(=S)N2CCCN2C1c1ccccc1 (configuration not stated),i,i,i,i,i,i,i,i,i,i,i
Cc1ccc(S(=O)(=O)CCN2C=CC(C(F)(F)F)=NCC2)cc1,i,i,i,i,i,i,i,i,i,i,i
CCOc1ccccc1-c1cc(-c2ccc(OC)cc2)nc2c1c(=O)n(C)c(=O)n2C,i,i,i,i,i,i,i,i,i,i,i
CN1CCN(c2ccc(NC(=O)c3ccc(Cl)cc3)cn2)CC1,i,i,i,i,i,i,i,i,i,i,i
O=C1C2C3C=CC(C4CC34)C2C(=O)N1/N=C/c1ccc(-c2ccc(F)cc2[N+](=O)[O-])o1 (configuration not stated),i,i,i,i,i,i,i,i,i,i,i
O=C(CN1C(=O)/C(=C/c2cccc(Br)c2)SC1=S)N1CCCC1,i,i,i,i,i,i,i,i,i,i,i
COc1ccc(-c2nc3scc(-c4ccccc4)n3n2)cc1,i,i,i,i,i,i,i,i,i,i,i
C(=N\N=C\c1cccs1)/c1cccs1,i,i,i,i,i,i,i,i,i,i,i
CCCCC(CC)C1OCC(CN2CCCC2)O1 (configuration not stated),i,i,i,i,i,i,i,i,i,i,i
CCN(CC)c1ncnc2sc3c(c12)CCC3,i,i,i,i,i,i,i,i,i,i,i
COc1cccc(/C(N)=N/OC(=O)Cc2ccccc2[N+](=O)[O-])c1,i,i,i,i,i,i,i,i,i,i,i
CCN1C(=C(C#N)C#N)C=Cc2ccccc21,i,i,i,i,i,i,i,i,i,i,i
NC(=O)C1=C[C@@H](c2ccccc2)C[C@@H](OCCCCO)O1,i,i,i,i,i,i,i,i,i,i,i
O=C(Nc1cccc(Cl)c1)N1CCN(C2c3ccccc3-c3ccccc32)CC1,i,i,i,i,i,i,i,i,i,i,i
COC(=O)c1ccccc1NC(=O)c1ccc2c(c1)OCCO2,i,i,i,i,i,i,i,i,i,i,i
c1ccc(NCCCNc2ccccc2)cc1,i,i,i,i,i,i,i,i,i,i,i
COCCCNC(=O)CCC(=O)Nc1ccc2nc(N3CCOCC3)cc(C)c2c1,i,i,i,i,i,i,i,i,-6.8*,i,i
CCOC(=O)N1CCN(C(=O)C2CCC(=O)N2C(C)C)CC1 (configuration not stated),i,i,i,i,i,i,i,i,i,i,i
Nc1ccc(NC(=O)c2ccccc2)c2c1C(=O)c1ccccc1C2=O,i,i,i,i,i,i,i,i,i,i,i
COc1cc(C)nc(N(Cc2ccccc2)S(=O)(=O)c2ccc(C)cc2)n1,i,i,i,i,i,i,i,i,i,i,i

Following part
SMILES,TRPC4 block,TMEM16A act,ANO1 block,RGS4 inh,TRPC4 agonist,TRPC4 potent,MrgX1 PAM,MrgX1 antag,TRPC6 inh,MrgX1 agonist,TRPC6 activator
Cc1cccc(OCCSc2nc3c([nH]2)c(=N)ncn3Cc2ccccc2)c1,i,i,i,i,i,i,i,i,i,i,i
CC1(C)CC2CC(C)(CN2C(=O)CN2C(=O)c3ccccc3C2=O)C1 (configuration not stated),i,i,i,i,i,i,i,i,i,i,i
CCc1c(O)cc2n(c1=O)-c1ccccc1C2(C)C,i,i,i,i,i,i,i,i,i,i,i
CCOc1ccc(C(=O)N2CCN(CCc3ccccc3)CC2)cc1OCC,i,i,i,i,i,i,i,i,i,i,i
CCNc1nc(NCC)n2c(SCC(=O)N(CC)C3CCCCC3)nnc2n1,i,i,i,i,i,i,i,i,i,i,i
Cc1ccc(-c2cc(-c3ccccc3)nc(NN)n2)cc1,i,i,i,i,i,12*,i,i,i,i,i
CN(C)CCCN(C(=O)c1cc2ccccc2oc1=O)c1nc2c(F)cccc2s1,i,i,i,i,i,i,i,i,-6.5*,i,i
CC1(C)Cc2c(cnn2-c2ccccc2)C(NC(=O)C2(C(N)=O)CC2)C1 (configuration not stated),i,i,i,i,i,i,i,i,i,i,i
Cc1ccc(S(=O)(=O)N2[C@@H](c3ccc(F)cc3)C(C(=O)O)=CC[C@H]2c2cccs2)cc1,·,i,i,·,·,·,i,i,·,i,·
Cc1cccc(OCC(=O)N2CCC(c3ccccc3)C2)c1 (configuration not stated),i,i,i,i,i,i,i,i,i,i,i
N=c1c2c(-c3ccccc3)c(-c3ccccc3)n(Cc3ccco3)c2ncn1CCO,i,i,i,i,i,i,i,i,-6.6*,i,i
CCC(C)NS(=O)(=O)c1ccc(OCC(=O)N2CCCCC2)cc1 (configuration not stated),i,i,i,i,i,i,i,i,i,i,i
Oc1ccc(C2Nc3cccc4cccc(c34)N2)cc1,i,i,i,i,i,i,i,i,i,i,i
CCc1nnc2n1N=C(c1ccccc1)CS2,i,i,i,i,i,i,i,i,i,i,i
C/C(=N\NC(=O)c1cc(-c2ccncc2)nc2ccccc12)c1ccc(OC(F)F)cc1,i,i,i,i,i,i,i,i,i,i,i

Bioassay records from PubChem BioAssay.
